# KCNK3 block: human KCNK3 channel inhibitors, primary screen, CHO cells, FluxOR thallium flux, B-score; hit rate 0.84% among 340,000; FluxOR fluorescence; active compounds read low; B-score at 10 µM; Potassium channel subfamily K member 3 (Homo sapiens), O14649;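 active = B-score under library mean minus 4 SD, starting fluorescence ratio at most library mean plus 5 SD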;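 note: more negative B-score means stronger inhibition of thallium flux through KCNK3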
# hERG rescue: hERG rescue from dofetilide block, primary screen, cell-based, CHO-hERG, FluxOR thallium flux, dofetilide IC70; hit rate 0.51% among 310,000; dofetilide IC70 present; activation (rescue from dofetilide block), less the hit threshold, % at 10 µM; AID 1511, 2009; Voltage-gated inwardly rectifying potassium channel KCNH2 (Homo sapiens), Q12809;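 active = activation above the mean of controls blocked by dofetilide plus 5 SD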;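 note: thallium influx through hERG after potassium depolarization seen as dye fluorescence rise; in these data hits start at about 4.7%; inactives centre near -7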
# Target sequence (Q12809 whole entry, looked up): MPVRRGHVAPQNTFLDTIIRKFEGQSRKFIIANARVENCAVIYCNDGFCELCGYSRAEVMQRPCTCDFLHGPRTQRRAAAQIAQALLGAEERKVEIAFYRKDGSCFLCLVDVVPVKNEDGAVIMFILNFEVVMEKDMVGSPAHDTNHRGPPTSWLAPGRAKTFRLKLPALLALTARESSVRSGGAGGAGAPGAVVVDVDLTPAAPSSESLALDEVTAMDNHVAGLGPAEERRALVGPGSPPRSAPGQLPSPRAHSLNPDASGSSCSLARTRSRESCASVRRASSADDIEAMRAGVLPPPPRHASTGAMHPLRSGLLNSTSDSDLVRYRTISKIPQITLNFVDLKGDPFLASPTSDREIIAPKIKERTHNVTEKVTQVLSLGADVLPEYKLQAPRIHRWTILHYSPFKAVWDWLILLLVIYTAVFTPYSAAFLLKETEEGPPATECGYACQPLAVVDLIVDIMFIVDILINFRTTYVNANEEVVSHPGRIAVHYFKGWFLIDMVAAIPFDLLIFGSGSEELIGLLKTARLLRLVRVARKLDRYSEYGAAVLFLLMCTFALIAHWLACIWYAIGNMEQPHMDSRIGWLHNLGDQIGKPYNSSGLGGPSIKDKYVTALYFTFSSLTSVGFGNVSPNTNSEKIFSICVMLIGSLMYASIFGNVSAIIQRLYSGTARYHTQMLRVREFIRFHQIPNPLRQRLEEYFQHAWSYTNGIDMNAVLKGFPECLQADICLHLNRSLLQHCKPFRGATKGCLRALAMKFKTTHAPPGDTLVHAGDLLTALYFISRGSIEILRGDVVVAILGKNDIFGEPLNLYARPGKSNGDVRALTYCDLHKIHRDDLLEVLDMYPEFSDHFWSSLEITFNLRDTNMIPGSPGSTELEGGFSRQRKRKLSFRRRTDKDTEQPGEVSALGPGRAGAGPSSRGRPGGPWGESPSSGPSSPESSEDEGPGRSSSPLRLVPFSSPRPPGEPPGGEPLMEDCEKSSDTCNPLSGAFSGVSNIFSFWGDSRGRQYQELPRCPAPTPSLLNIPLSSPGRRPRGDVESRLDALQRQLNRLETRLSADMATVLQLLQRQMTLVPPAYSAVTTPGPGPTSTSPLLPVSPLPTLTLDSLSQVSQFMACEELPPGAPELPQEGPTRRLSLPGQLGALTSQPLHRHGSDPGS
# KCNK9 inh: KCNK9 potassium channel inhibitors, primary screen, HEK293 cells, thallium flux. Potassium channel subfamily K member 9 (Homo sapiens), Q9NPC2. FluxOR thallium flux fluorescence; active compounds read low. B-score at 10 µM. hit rate 1.2% among 310,000;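 active = ratio B-score over 3 SD below the library mean, with starting fluorescence within 5 SD of its mean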;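 note: negative B-score means less thallium flux so channel inhibition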
# PolyA inhibitor: polyadenylation inhibitors in yeast reporter cells, primary screen, luminescence, S. cerevisiae; S. cerevisiae SKY197-pL101 polyadenylation reporter, beta-gal luminescence; efflux-impaired pdr1/pdr3 knockout yeast; score 100 = 6 SD above DMSO; calls only at 12 µM; hit rate 0.02% among 300,000; AID 1875, 2009;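 active = lowest replicate activity score at least 50, where 100 means six control SD above control mean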;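 note: yeast exposed to compound for 9 h at 30 °C; higher score means more reporter readthrough which indicates perturbed polyadenylation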
# TRPC4 agonist: activators of mouse TRPC4 channel, primary screen, Fluo4 calcium, HEK293 TRPC4beta/mu-opioid cells; Short transient receptor potential channel 4 (Mus musculus), Q9QUQ5; Fluo4 calcium fluorescence; active compounds read high; B-score at 10 µM; hit rate 0.49% among 310,000; AID 2237, 2010;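 active = B-score above 5 SD of library B-scores, and initial fluorescence ratio not above library mean plus 5 SD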;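 note: positive B-score marks a calcium rise read as TRPC4 activation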
#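 System: HEK293 cells stably co-expressing mouse TRPC4beta and mu-opioid receptor; Schedule: Fluo4 dye loading 45 min at room temperature, 110 s recording; Detection: Fluo4 fluorescence, kinetic; Evaluation: B-scored integrated calcium fluorescence ratio; Controls: buffer (low) and maximal DAMGO (high).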
# Platelet DG rel: inhibitors of platelet dense granule secretion, primary screen, cell-based, MLPCN, human platelets. inhibition, %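 (compounds screened at 7.5 µM in platelet-rich plasma)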. hit rate 0.22% among 300,000. human platelet-rich plasma, SFLLRN dense granule ATP release, luminescence;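 active = mean replicate score, as percent of positive control, at or above 50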
# TRPC4 PAM: positive allosteric modulators of TRPC4, primary screen, cell-based, mouse TRPC4beta, HEK293 mu-opioid, Fluo-4 calcium | Short transient receptor potential channel 4 (Mus musculus), Q9QUQ5 | DAMGO EC20, Fluo-4 Ca2+ flux; active compounds read high | B-score at 10 µM | hit rate 0.42% among 310,000;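 active = B-score of calcium response area above 5 SD of library B-scores, with initial fluorescence ratio within 5 SD of library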;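 note: B-score of integrated fluorescence ratio over time as area under calcium response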
# KCNQ1 inh: inhibitors of human KCNQ1 channel, primary screen, cell-based, thallium flux, high-throughput; hit rate 1.3% among 310,000; AID 2642, 2010; B-score at 10 µM; Potassium voltage-gated channel subfamily KQT member 1 (Homo sapiens), P51787; CHO-K1 KCNQ1, FluxOR thallium flux fluorescence; active compounds read high;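 active = compounds whose thallium flux B-score, printed positive for inhibition, exceeds three library SD while starting fluorescence stays within three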;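 note: channel opened by potassium depolarization with thallium stimulus after 20 min compound exposure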
# KCNQ1 act: potentiators or activators of KCNQ1 channel, primary screen, cell-based, thallium flux, high-throughput. hit rate 0.35% among 310,000. Potassium voltage-gated channel subfamily KQT member 1 (Homo sapiens), P51787. B-score at 10 µM. CHO-K1 KCNQ1, thallium flux FluxOR fluorescence; active compounds read high. AID 2648, 2010;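 active = fluorescence ratio B-score, a plate-corrected score, at least three library SD, with initial intensity B-score within 5 SD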
#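 Schedule – 37 °C overnight plating, 90-min dark dye load, 20-min compound pretreatment · System – stable KCNQ1 CHO-K1 line · Probe or stimulus – thallium- and potassium-containing depolarizing buffer · Measured by – kinetic FluxOR fluorescence, 10 s baseline plus 110 s post-stimulus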
# TRPC4 inh: inhibitors of mouse TRPC4 channel, primary screen, Fluo4 calcium, HEK293 TRPC4beta/mu-opioid cells. DAMGO-evoked Fluo4 calcium flux; active compounds read low. B-score at 10 µM. hit rate 0.39% among 300,000;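 active = B-score over 3 SD under the library average, no early fluorescence shift, positive overall ratio signal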
#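 Assay system: HEK293 cells with stable TRPC4beta plus mu-opioid receptor expression; Probe or stimulus: DAMGO in two steps, submaximal then maximal; Dosing: single-point compound dosing; Measured by: Fluo4 calcium-dye fluorescence, kinetic read; Read-out basis: B score from integrated Fluo4 fluorescence ratio.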
# DYRK1A inh: rat Dyrk1A kinase inhibitors, primary screen, biochemical, single point, plate reader. hit rate 0.43% among 310,000. AID 504441, 2011. ADP-Glo luminescence, NFATc1 peptide. inhibition, % at 12.5 µM; in the data active = inhibition above about 50%;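 note: plate controls were vehicle with enzyme for no effect and no enzyme for full effect; many of its hits are not listed in these tables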
# Active calls of the source: *; i = inactive; . = not tested or not shown.
SMILES,KCNK3 block,hERG rescue,KCNK9 inh,PolyA inhibitor,TRPC4 agonist,Platelet DG rel,TRPC4 PAM,KCNQ1 inh,KCNQ1 act,TRPC4 inh,DYRK1A inh
O=C(COc1ccccc1Cl)NCCNC(=O)c1cccnc1,i,-6,i,i,i,-7,i,i,i,i,-2
O=C(OC1CSc2nc3ccccc3n2C1)c1ccco1 (configuration not stated),i,-8,i,i,i,0,i,i,i,i,5
COc1ccc(NC(=O)NC2CCCc3ccccc32)cc1OC (configuration not stated),i,-1,i,i,i,1,i,i,i,i,-1
Cc1ccc(Nc2cc(C)nc(-c3ccccc3)n2)cc1,i,-13,i,i,i,2,i,i,i,i,-4
CCN(Cc1ccccc1)S(=O)(=O)c1ccc(S(=O)(=O)N2CCN(CCC#N)CC2)cc1,i,-5,i,i,i,-2,i,i,i,i,1
CCOC(=O)C1CCN(CC(O)COC(CC)c2ccccc2)CC1 (configuration not stated),i,-4,i,i,i,-2,i,i,i,i,-5
COc1ccccc1NC(=O)Nc1ccc2c(c1)OCCO2,i,-6,i,i,i,4,i,i,i,i,8
Cc1ccc(-c2n[nH]c(=O)c3ccccc23)cc1S(=O)(=O)NCCN1CCOCC1,i,-8,i,i,i,-2,i,i,i,i,10
COc1ccc(CNC(=O)COC(=O)CCc2c[nH]c3ccccc23)cc1,i,-19,i,i,i,0,i,i,i,i,0
COc1ccc(S(=O)(=O)c2c(O)c3ccc(C(=O)Nc4ccccc4F)cc3[nH]c2=O)cc1,i,-7,i,i,i,0,i,i,i,i,6
COc1ccc(-n2c(Cc3cccn3C)nnc2SCC(=O)N2CCOCC2)cc1,i,-5,i,i,i,2,i,i,i,i,12
Cc1ccccc1NC(=O)Cn1nc(C)c2ccccc2c1=O,i,-5,i,i,i,6,i,i,i,i,7
CCOC(=O)C1(CCOc2ccccc2)CCN(Cc2cccs2)CC1,i,-11,i,i,i,-4,i,i,i,-5*,-1
CC1Cc2ccccc2N1C(=O)CSCC(=O)O (configuration not stated),i,-4,i,i,i,7,i,i,i,i,0
O=C(C1CCCN(Cc2nc(-c3ccc(Cl)cc3)no2)C1)N1CCOCC1 (configuration not stated),i,-5,i,i,i,2,i,i,i,i,0
COc1ccc(OC)c2c(C)cc(N3CCCN(C)CC3)nc12,i,-9,i,.,i,-1,i,i,i,i,-2
COC(=O)Nc1nc2ccc(Br)cc2s1,i,-4,i,i,i,-8,i,i,i,i,6
Cc1c([N+](=O)[O-])cc(C(=O)Nc2ccc3ncccc3c2)cc1[N+](=O)[O-],i,-6,i,.,i,-3,i,i,i,i,6
CC1(NC(=O)N2CCCCC2)CCS(=O)(=O)C1 (configuration not stated),i,-14,i,i,i,7,i,i,i,i,-1
COc1ccc(CC(=O)NNC2=Nc3cccc4cccc2c34)cc1OC,i,-4,i,i,i,-22,i,i,i,i,-4
CCOC(=O)c1ccc(NC(=S)NCCCN2CCCC2=O)cc1,i,-9,i,i,i,-13,i,i,i,i,1
COc1ccc(C(CNC(=O)C(C)Oc2ccc(Br)cc2)N2CCCC2)cc1 (configuration not stated),i,-14,i,i,i,16,i,i,i,i,-1
Cc1noc(C)c1S(=O)(=O)N(CC(=O)NCc1ccccc1)c1ccc(C(C)C)cc1,i,-6,i,i,i,11,i,i,i,i,4
CC(C(=O)NC1CCCc2ccccc21)N1CCN(Cc2ccc3c(c2)OCO3)CC1 (configuration not stated),i,-11,i,.,i,-10,i,i,i,i,3

# Single records, from the list above. Screens in order: KCNK3 block | hERG rescue | KCNK9 inh | PolyA inhibitor | TRPC4 agonist | Platelet DG rel | TRPC4 PAM | KCNQ1 inh | KCNQ1 act | TRPC4 inh | DYRK1A inh
# CC1Cc2ccccc2N1C(=O)CSCC(=O)O (configuration not stated) in the list: i | -4 | i | i | i | 7 | i | i | i | i | 0
# COc1ccc(CC(=O)NNC2=Nc3cccc4cccc2c34)cc1OC in the list: i | -4 | i | i | i | -22 | i | i | i | i | -4

# (cont.)
SMILES,KCNK3 block,hERG rescue,KCNK9 inh,PolyA inhibitor,TRPC4 agonist,Platelet DG rel,TRPC4 PAM,KCNQ1 inh,KCNQ1 act,TRPC4 inh,DYRK1A inh
O=C(OCc1cc2ccccc2[nH]c1=O)c1ccccn1,i,-9,i,i,i,2,i,i,i,i,-2
CCOc1ccc(NC(=O)CN(C)C(=O)Cn2c(=O)oc3ccccc32)cc1OCC,i,-9,i,i,i,1,i,i,i,i,4
CC(=O)N1CCN(c2ccc(NCc3ccc(F)cc3)cc2)CC1,i,-8,i,i,i,1,i,i,i,i,0
NC(=O)c1c(/N=C/c2cccs2)sc2c1CCCC2,i,-8,i,i,i,-3,i,i,i,i,.
Cc1ccc(C(C)NC(=O)Cc2cccs2)c(C)c1 (configuration not stated),i,-5,i,i,i,0,i,i,i,i,0
O=C(N/N=C/c1ccncc1)NC12CC3CC(CC(C3)C1)C2,i,-12,i,i,i,6,i,i,i,i,-5
CCOC(=O)c1c(NC(=O)CN2C(=O)NC3(CCC(CC)CC3)C2=O)sc(C)c1-c1ccc(C)cc1 (configuration not stated),i,-13,i,i,i,-10,i,i,i,i,-3
CCOC(=O)CNC(=O)N1CCC(CCC(=O)N(C)Cc2ccccc2)CC1,i,1,i,i,i,2,i,i,i,i,-3
Cc1nn(C)cc1CNC(=O)c1ccc(F)cc1,i,-6,i,i,i,-5,i,i,i,i,1
CC(=O)c1cc(Cl)ccc1OCc1cccc(S(=O)(=O)N2CCOCC2)c1,i,-22,i,i,i,-1,i,i,i,i,19
Cc1ccc(S(=O)(=O)N2CCN(C(=O)COC(=O)CSc3ccccc3)CC2)c(C)c1,i,-16,i,i,i,-4,i,i,i,i,-4
Cc1ccc(NC(=O)COC(=O)c2ccc(F)cc2Cl)c(Br)c1,i,-4,i,i,i,10,i,i,i,i,.
COc1ccccc1-n1c(CNC(=O)c2ccco2)n[nH]c1=S,i,-8,i,i,i,-2,i,i,i,i,3
Cc1ccc2c(c1)COc1c3ccc(C(=O)N[C@@H](CO)C(C)C)cc3nn1-2,i,-11,i,i,i,-7,i,i,i,i,9
COc1ccc(-n2cnc3c(sc4nccc(N(C)C)c43)c2=O)cc1,i,-12,i,i,i,-2,i,i,i,i,-6
CCNCC(=O)N1c2ccccc2CCc2ccc(NC(C)=O)cc21,i,-2,i,i,i,8,i,i,i,i,-5
Cc1c(C(=O)N/N=C/c2ccoc2)cccc1[N+](=O)[O-],i,-10,i,i,i,-6,i,i,i,i,-10
O=C(O)CCCC(=O)NCCc1ccncc1,i,-8,i,i,i,1,i,i,i,i,4
O=C(Oc1ccc(Cl)c2cccnc12)C12CC3CC(CC(C3)C1)C2,i,-2,i,i,i,29,i,i,i,i,-1
COc1c(Br)cc([N+](=O)[O-])c(OC)c1C(=O)NC(=O)Nc1nc(C)cc(C)n1,i,-12,i,i,i,.,i,i,i,i,.
Cc1ccc(S(=O)(=O)N2CCOCC2)cc1C(=O)N1CC(C)OC(C)C1 (configuration not stated),i,-4,i,i,i,4,i,i,i,i,-1
Clc1cccc(CSC2=NCCCN2)c1,i,-5,i,i,i,1,i,i,i,i,2
Cc1cc(C)n(C(=O)c2cccc([N+](=O)[O-])c2)n1,i,1,i,i,i,0,i,i,i,i,.
CC(C)CC[n+]1ccn(C2=C([O-])c3ccccc3C(=O)/C2=N\S(=O)(=O)c2ccccc2)c1,i,1,i,i,i,-2,i,i,i,i,1
O=C1ON=C(c2ccc(Cl)cc2)/C1=C/c1ccc(O)cc1,.,-9,i,i,i,6,i,8*,i,i,.
CCCSc1nc(=O)n2cccc(C)c2n1,i,-9,i,i,i,-2,i,i,i,i,5
O=C1/C(=C/c2ccccc2)Oc2cc(OC(=O)N3CCOCC3)ccc21,i,-2,i,i,i,-7,i,i,i,i,15
COc1ccc(N(C(=O)c2ccncc2)S(=O)(=O)c2ccc(OC)c(OC)c2)cc1,i,-8,i,i,i,7,i,i,i,i,2
COc1ccc(N2CCN(C(=O)c3ccc(C)c(Cl)c3)CC2)cc1,i,-10,i,i,i,-1,i,i,i,i,-1
COc1ccc(C(=O)N2CC(c3ccc(Cl)cc3)CC2=O)cc1 (configuration not stated),i,-4,i,i,i,6,i,i,i,i,.
COc1ccc(Nc2ncc(C(=O)N3CCN(c4ccccc4OC)CC3)c3ccccc23)cc1,i,-8,i,i,i,3,i,i,i,i,-6
O=C(/C=C/c1ccccc1)N1CCN(c2ccc([N+](=O)[O-])c(N3CCOCC3)c2)CC1,i,-8,i,i,i,-2,i,i,i,i,21
COc1cc(C(=O)Nc2cc(C)cc(C)c2)c(-n2cnnn2)cc1OC,i,5,i,i,i,1,i,i,i,i,-2
Cc1cc(C(=O)O)c(CCCN)s1,i,-6,i,i,i,4,i,i,i,i,2
CCc1ccccc1OCC(=O)Nc1nc(-c2cccnc2)cs1,i,-10,i,i,i,2,i,i,i,i,.
COc1cc(C#N)ccc1OCC(=O)NCc1cccs1,i,-5,i,i,i,1,i,i,i,i,6
N#CC1=C(N)Oc2n[nH]c(-c3cccs3)c2C1C1CCCCC1 (configuration not stated),i,-8,i,i,i,6,i,i,i,i,-1
O=C1[C@@H]2C(c3cccnc3)=NO[C@@H]2C(=O)N1c1ccc2ccccc2c1,i,-5,i,i,i,8,i,i,i,i,-3
COc1ccc(S(=O)(=O)N(C)CC(=O)N2CCOCC2)cc1Cl,i,-6,i,i,i,-21,i,i,i,i,1
CC(=O)c1c(C)oc2ccc(N(C(=O)C3CCCCC3)S(=O)(=O)c3cc([N+](=O)[O-])ccc3C)cc12,i,-7,i,i,i,-31,i,i,i,i,-1

# These rows are one share of the data, so the mix of outcomes need not match the whole.
